APP transl inh: APP translation inhibition; SH-SY5Y APP 5'UTR-luciferase reporter, luminescence; inhibition, % at 2 µM; actives 0.82% (n = 190,000); AID 1285;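 active = inhibition above a set limit, derived from the sample mean plus 3 SD, cut at about 45% in these data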; note: values of inactives mirror those of a sister screen read the other way
STAT1 act: STAT1 signaling activation; NIH 3T3 STAT1-luciferase reporter, IFN-gamma, luminescence; 100% = IFN-gamma alone, no compound; actives 2.6% (n = 200,000); activation (% of control), % at 5.5 µM;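 active = activation above the screen-wide mean activation plus 3 SD, cut at about 130% in these data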;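 note: raw ratio to IFN-gamma control signal so 100% means no change and 0% no light; values of inactives mirror those of a sister screen read the other way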
FLuc inhib CS: inhibits firefly luciferase, flagging false hits in luciferase inhibition screens; ATPLite firefly luciferase biochemical luminescence, 10 min; inhibition, % at 10 µM; AID 1006; P08659; actives 1.5% (n = 200,000);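 active = inhibition above about 50% when tested at 10 µM, limit read from the data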
Target sequence (P08659 whole entry, looked up): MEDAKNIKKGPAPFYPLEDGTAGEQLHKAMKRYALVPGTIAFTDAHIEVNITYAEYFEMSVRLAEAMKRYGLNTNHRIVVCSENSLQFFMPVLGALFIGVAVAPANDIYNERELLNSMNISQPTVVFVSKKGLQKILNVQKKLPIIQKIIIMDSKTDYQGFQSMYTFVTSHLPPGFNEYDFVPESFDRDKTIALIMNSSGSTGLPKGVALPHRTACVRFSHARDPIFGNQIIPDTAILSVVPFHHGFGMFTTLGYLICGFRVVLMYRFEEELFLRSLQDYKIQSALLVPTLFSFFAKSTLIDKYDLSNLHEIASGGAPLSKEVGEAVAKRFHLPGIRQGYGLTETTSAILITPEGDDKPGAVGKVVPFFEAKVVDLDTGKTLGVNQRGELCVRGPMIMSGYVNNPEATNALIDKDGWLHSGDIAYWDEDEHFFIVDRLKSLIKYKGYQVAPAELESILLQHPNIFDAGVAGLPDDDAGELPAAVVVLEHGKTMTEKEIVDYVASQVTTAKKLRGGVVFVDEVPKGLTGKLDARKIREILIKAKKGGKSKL
HMGR II inh: blocks class II HMG-CoA reductase of Enterococcus faecalis; actives 0.41% (n = 190,000); AID 1066; purified E. faecalis HMGR, NADPH absorbance 340 nm kinetic; inhibition, % at 10 µM;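 active = inhibition above a set limit, the median over all tested compounds plus 3 SD, cut at about 9.5% in these data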;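 note: enzyme runs in reverse so mevalonate oxidation gives rising NADPH absorbance; 0% = complete reaction with DMSO and 100% = background rate lacking mevalonate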
FLuc act counter: affects firefly luciferase, flagging false hits in luciferase stimulation screens. P08659. ATPlite luciferase biochemical, luminescence, 10 min; 0 = ATP-free wells, 1 = DMSO control. activation factor at 10 µM. 200,000 tested, under 10 active. AID 1027;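 active = luciferase activation factor, scaled between plate controls, of at least 2 with compound at 10 µM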
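System: Luciferase/luciferin detection reagent, cell-free biochemical luciferase assay | Medium: PBS buffer for ATP | Dosing: Test compounds dosed from 2 mM stocks in 100% DMSO | Timing: 10 min at ambient temperature | Signal: Luminescence measurement of luciferase light output | Evaluation: Luciferase activation, seen as luminescence increase over controls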
APP 5'UTR act: APP 5'UTR luciferase reporter activation. SH-SY5Y APP 5'UTR luciferase reporter, luminescence; zero percent = DMSO vehicle wells. activation, % at 2 µM. actives 1% (n = 190,000);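 active = activation above a set limit, based on mean plus 3 SD of controls, cut at about 140% in these data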; note: values of inactives mirror those of a sister screen read the other way
G6PDH counter: counter-screen for G6PDH assay hits: L. mesenteroides G6PDH inhibition; Purified L. mesenteroides G6PDH, diaphorase/resazurin coupled fluorescence, 45 min; inhibition, % at 5 µM; actives 0.12% (n = 200,000); AID 1020; in the data active = inhibition above about 50%
NF-kB expr up: raises NF-kB expression in human neuronal cells; actives 1.6% (n = 190,000); fold change at 12.5 µM; AID 1239; NF-kB reporter expression; hits give high values; in the data active = fold change above about 3.3
Hsp70 act: switches on Hsp70 transcription; HeLa Hsp70 promoter luciferase reporter, luminescence; scaled: vehicle 0, proteasome-inhibitor control 100%; activation, % at 10 µM; actives 0.04% (n = 200,000); AID 1203;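 active = activation above the mean across all tested compounds plus 3 SD, cutoff set per campaign, cut at about 5.5% in these data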;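 note: 100% = MG132 at 30 µM as the positive control and 0% = DMSO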
DTT redox prof: compounds producing H2O2 with reducing agent – biochemical, NIH compound library profiling, artefact control for MLSCN library redox annotation, primary screen; DTT-dependent redox cycling H2O2, phenol red/HRP absorbance; 100% = 100 µM peroxide control, 0% = buffer; activation, % at 10 µM; actives 0.03% (n = 200,000); AID 878;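 active = activation of at least 50% relative to the plate's high and low controls in the primary single-dose screen; inactive = activation below 50%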;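 note: compound incubated with DTT at 0.8 mM final as the reducing agent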
* = called active by the depositor; x = no result given. Only part of the results is shown; rates above refer to the full screens.

SMILES	APP transl inh	STAT1 act	FLuc inhib CS	HMGR II inh	FLuc act counter	APP 5'UTR act	G6PDH counter	NF-kB expr up	Hsp70 act	DTT redox prof
Cc1nn(C)c(C)c1/C=C1/CC2C3CC=C4CC(O)CCC4(C)C3CCC2(C)C1=O (stereo not drawn)	-16	101	-7	0	1.1	16	2	1.2	-0.3	-3.6
CN1CCN(c2cc(N3CCNCC3)ccc2[N+](=O)[O-])CC1	-8	89	5	-4	0.9	8	8	1	-0.3	1.1
CCCc1nnc(NC(=O)CCC(=O)N2CCN(CCOC(c3ccccc3)c3ccccc3)CC2)s1	4	96	-5	-2	1.1	-4	-15	0.92	-0.4	0.2
O=C(Cc1ccccc1)OCn1nnc2ccccc2c1=O	-6	92	-7	-4	1.1	6	14	1.1	0.0	-0.5
COc1ccc(N2C(=O)NC(=O)/C(=C/c3cccc(OC(=O)c4cccs4)c3)C2=O)cc1Cl	2	103	-8	-2	1.1	-2	4	1	-0.3	1.4
O=c1[nH]c2ccccc2o1	-11	97	5	-6	0.9	11	7	1.1	-0.1	-0.1
OCCN1C2CCC1CC(O)(c1ccc(F)cc1)C2 (stereo not drawn)	33	99	0	-1	1	-33	16	1	-0.2	0.5
O=C(O)CCn1cc(C=C2C(=O)NC(=O)NC2=O)c(-c2cc3ccccc3oc2=O)n1	0	104	-4	-7	1	0	4	1.1	0.1	-1.8
CCCNC(=O)c1c(N)n(Cc2ccc3c(c2)OCO3)c2nc3ccccc3nc12	6	100	-6	-7	1.1	-6	-21	1.2	-0.3	2.6
CCCC/C(=N\O)c1c[nH]c2ccccc12	6	90	-7	-10	1.1	-6	3	1.2	-0.5	-0.9
CCc1ccc(OCC(=O)N2CCN(Cc3ccc4c(c3)OCO4)CC2)cc1	0	100	-7	-6	1.1	0	9	1.1	0.0	-0.9
COc1ccccc1-n1c(Cc2ccccc2)nc2ccccc2c1=O	-2	93	-5	3	1	2	5	1.1	0.1	-0.6
Cn1c(O)c(C=NCc2ccco2)c(=O)n(C)c1=O	-6	104	0	-1	1	6	16	1.2	0.1	0.2
CC(NCc1ccc(Cl)cc1Cl)C(O)c1ccccc1 (stereo not drawn)	-12	99	-9	-8	1.1	12	10	1.5	-0.1	-3.4
O=c1[nH]c(=O)n(-c2cccc(Cl)c2)c(O)c1/C=N/c1ccccn1	1	100	-8	-10	1.1	-1	7	1	-0.3	4.2
O=C1C2CCN(CC2)C1Cc1ccccc1O (stereo not drawn)	18	104	-9	-3	1.1	-18	3	0.98	-0.1	-8.8
Cc1cccc(-n2c(C)nc3ccccc3c2=O)c1C	-6	93	-2	-1	1	6	-1	0.81	-0.2	-1.2
CCOC(=O)c1c(NC(NC(=O)CF)C(Cl)(Cl)Cl)sc2c1CCCC2 (stereo not drawn)	11	98	-4	-2	1	-11	0	0.89	-0.1	0.6
COc1ccc(-n2c(/C=C3\C(=O)Nc4ccccc43)nc3ccccc3c2=O)cc1	11	101	22	-2	0.8	-11	0	0.93	-0.3	-1.1
CC(C)N1CCN(Cc2cccc3c2OCO3)CC1CCO (stereo not drawn)	9	99	-5	5	1.1	-9	12	1.1	0.2	0.5
O=P(OCC(F)(F)C(F)F)(N1CCOCC1)N1CCOCC1	-1	90	-6	-1	1.1	1	2	1.1	-0.3	0.1
CCOC(=O)C1=C(C)OC(N)=C(C(=O)OCC)C12C(=O)Nc1ccc(Br)cc12 (stereo not drawn)	7	97	-3	-10	1	-7	-5	1.1	-0.3	1.3
Cc1cc(OCC(=O)OC(C)C)c2c3c(c(=O)oc2c1)CCCC3	17	98	-7	-1	1.1	-17	3	0.94	0.0	-1.8
Cn1ccnc1P(=S)(c1nccn1C)c1nccn1C	-19	101	-9	0	1.1	19	9	1.1	-0.1	1.6
O=[N+]([O-])c1ccc(Nc2ccccc2)cc1	-7	102	-2	-2	1	7	15	1.3	-0.4	0.2
CCCOC(=O)C1C2c3ccccc3C(c3ccccc32)C1C(=O)O (stereo not drawn)	-3	103	-4	0	1	3	6	1	0.1	-0.2
Cc1ccsc1C(=O)C1CCCN(CCO)C1 (stereo not drawn)	-26	102	-4	-4	1	26	-7	0.95	0.0	-1.3
COc1ccccc1-n1c(CNCC2CCCO2)nc2ccccc2c1=O (stereo not drawn)	-18	105	-9	-2	1.1	18	7	1.1	-0.3	0.0
C=C(c1ccccc1)P(=O)(O)O	-4	98	-2	-7	1	4	0	1.1	-0.1	-0.7
O=C(CN1CCN(Cc2cccc(Cl)c2)C1=O)N1CCC2(CC1)OCCO2	1	93	-8	-3	1.1	-1	0	1.1	-0.2	0.2
CCOc1c(Cl)cc(CNC(C)C(O)c2ccccc2)cc1OC (stereo not drawn)	4	99	-6	-1	1.1	-4	-2	1.2	0.0	0.4
CCOC(=O)c1c(C)n(COCCO)c2ccc(O)cc12	-4	106	-7	-9	1.1	4	2	1.3	-0.3	2.8
C=CCOC(=O)C1=C(C)OC(N)=C(C(=O)OCC)C12C(=O)N(CC(N)=O)c1ccccc12 (stereo not drawn)	4	102	0	-5	1	-4	18	1.3	-0.2	-1.2
Cn1cc(C(=O)N2CCCCC2)c2ccccc21	4	103	-3	-1	1	-4	2	1	-0.3	-1.8
Nc1ncc(P(=S)(N2CCOCC2)N2CCOCC2)s1	4	107	-10	-5	1.1	-4	5	1	0.0	0.9
CC1=NN(c2ccccc2)C(=O)C1/C=C1/C(=O)NC(=O)N(c2cc(C)cc(C)c2)C1=O (stereo not drawn)	-3	95	5	-6	1	3	7	1.4	0.2	-4.8
CCOc1cccc(C2NCc3ccccc3-n3cccc32)c1O (stereo not drawn)	-7	100	-9	2	1.1	7	2	0.93	0.2	0.6
Cc1cccc(C2=NCC(=O)N(CC(=O)NCc3ccco3)c3sc4c(c32)CCCC4)c1	0	103	-5	-3	1.1	0	14	1	-0.4	0.9
CCc1ccc(CN2CCN(Cc3cc(Br)ccc3O)CC2)cc1	-13	101	-11	-3	1.1	13	5	0.99	-0.2	1.9
Cn1c(O)c(C=NCCN2CCNCC2)c(=O)n(C)c1=O	-1	102	4	0	1	1	13	0.98	-0.2	-0.3

Rewritten with two lines to a compound: entries from further up.
Values run as follows: APP transl inh	STAT1 act	FLuc inhib CS	HMGR II inh	FLuc act counter	APP 5'UTR act	G6PDH counter	NF-kB expr up	Hsp70 act	DTT redox prof
CCc1ccc(CN2CCN(Cc3cc(Br)ccc3O)CC2)cc1
    -13	101	-11	-3	1.1	13	5	0.99	-0.2	1.9
CCc1ccc(OCC(=O)N2CCN(Cc3ccc4c(c3)OCO4)CC2)cc1
    0	100	-7	-6	1.1	0	9	1.1	0.0	-0.9
O=C(Cc1ccccc1)OCn1nnc2ccccc2c1=O
    -6	92	-7	-4	1.1	6	14	1.1	0.0	-0.5
CCOC(=O)c1c(C)n(COCCO)c2ccc(O)cc12
    -4	106	-7	-9	1.1	4	2	1.3	-0.3	2.8
CCCOC(=O)C1C2c3ccccc3C(c3ccccc32)C1C(=O)O (stereo not drawn)
    -3	103	-4	0	1	3	6	1	0.1	-0.2

Additional entries.
SMILES	APP transl inh	STAT1 act	FLuc inhib CS	HMGR II inh	FLuc act counter	APP 5'UTR act	G6PDH counter	NF-kB expr up	Hsp70 act	DTT redox prof
C=CCn1c(O)c(C(CC)=NCCCO)c(=O)[nH]c1=O	6	102	-2	1	1	-6	0	1.3	-0.3	-0.3
CCN1C(=O)/C(=C/c2ccc3c(c2)CCN3CCCCl)C(=O)NC1=S	10	105	13	5	0.9	-10	13	1.1	-0.2	0.2
CN(C)C(CNC(=O)Cc1c(Cl)cccc1Cl)c1ccccc1 (stereo not drawn)	-5	99	-3	-8	1	5	1	0.91	-0.3	0.2
CCN(CC)c1ccc(CN2CC=C(c3ccc(F)cc3)CC2)cc1	-7	93	-3	-3	1	7	8	0.99	-0.4	-18
CC(C)N1C(=O)CCC1C(=O)N1CCC2(CC1)OCCO2 (stereo not drawn)	4	100	-3	2	1	-3	1	1	-0.5	0.4
O=C(Cn1c(=O)c(C(F)(F)F)nc2ccccc21)N1CCC2(CC1)OCCO2	4	102	-3	-1	1	-4	-5	1.1	-0.3	-1.2
COc1ccccc1OP(=O)(Nc1cccnc1)Oc1ccccc1OC	6	94	-8	-9	1.1	-6	21	0.23	-0.5	0.0
O=C1NC(=O)N(c2ccc3c(c2)OCO3)C(=O)/C1=C\c1ccc(N2CCCCC2)o1	-4	95	-4	1	1	4	-2	0.97	-0.3	0.9
CN(C)C(=O)Oc1c(Cl)cc(Cl)c2cccnc12	5	103	0	2	1	-5	16	1.1	-0.2	-1.6
CN(C)CC1CSCCC1(O)c1ccc(C(F)(F)F)cc1 (stereo not drawn)	8	105	-6	-8	1.1	-8	6	0.86	-0.2	-0.2
O=C(C1CCC(=O)N1Cc1ccc(F)cc1)N1CCC2(CC1)OCCO2 (stereo not drawn)	x	103	-1	0	1	x	9	1.1	-0.1	3.5
CCN1CCN(S(=O)(=O)c2ccc(Cl)nc2)CC1	-12	99	-5	-5	1.1	13	8	1	-0.3	0.6
CCOc1ccc(N2C(=O)/C(=C\c3cccs3)C(=O)NC2=S)cc1	7	102	-2	-1	1	-7	4	1.7	-0.4	-1.1
CN1C(=O)C(=Cc2ccccc2Oc2ccc(Cl)c(F)c2)C(=O)N(C)C1=O	5	98	-8	-5	1.1	-5	3	1.2	-0.2	17
O=c1[nH]c(=O)n(C2CCCCCC2)c(O)c1C=NCC1CCCO1 (stereo not drawn)	-17	98	-4	-3	1	17	-1	1.1	-0.5	2.8
COc1ccc(OCC(=O)N2CCN(C3CCC(c4ccccc4)CC3)CC2)cc1 (stereo not drawn)	7	100	-9	-5	1.1	-7	-5	1	-0.3	-0.3
O=C(Cn1ncc2ccccc21)N1CCC2(CC1)OCCO2	0	101	-6	-1	1.1	0	5	1.1	0.1	-0.3
CC1CN(O)C2CCc3nonc3C12O (stereo not drawn)	-6	96	-5	-3	1	6	17	0.98	-0.2	3.7
COc1ccccc1/C=N/N=C(/N)N[N+](=O)[O-]	5	99	0	-2	1	-5	4	1.2	-0.2	0.2
OC12Oc3ccccc3C=C1N1CCC2CC1 (stereo not drawn)	1	99	-6	6	1.1	-1	5	1.1	-0.3	-0.3
CCOC(=O)c1c(C)n(Cc2ccccc2)c2ccc(OCC(O)Cn3nc(C)nc3C)cc12 (stereo not drawn)	-9	98	-4	0	1	9	-29	0.36	-0.4	-2.6
COc1ccc(C(=O)c2nc3ccccc3n2C(C)C)cc1	-2	94	-6	-6	1.1	2	10	1.1	-0.1	0.2
COc1ccc(C2N3CC(C)(C)CN23)cc1 (stereo not drawn)	-2	108	-1	-1	1	2	6	0.88	0.0	-0.1
CCCCn1c(=O)c(C(=O)NCc2ccncc2)c(O)c2ccccc21	-6	99	1	-3	1	6	11	1.4	-0.5	2.8
c1ccc2c(NC3=NCCS3)cccc2c1	-3	101	1	-3	1	3	-3	1.2	-0.2	3.2
CCOC(=O)C1(Cc2ccc(Cl)cc2)CCN(C(C)CCn2cccn2)CC1 (stereo not drawn)	16	89	-3	-5	1	-16	8	0.93	-0.2	-8.8
Cc1cc(/C=C2\C(=O)NC(=O)N(c3cccc(Br)c3)C2=O)c(C)n1C	-10	96	-8	-1	1.1	10	-6	1.2	-0.2	0.4
O=c1c2ccccc2nc(CN2CCCCCC2)n1-c1ccc(F)cc1	-2	98	-11	-1	1.1	2	-23	1	-0.1	-1.2

Source: PubChem BioAssay
